Bioassay records deposited in PubChem BioAssay by National Center for Advancing Translational Sciences (NCATS).
PI5P4K alpha inh – blocks human PI5P4K alpha kinase activity. AID 652105. P48426. PI5P4Kalpha enzyme, ADP-Glo luminescence, 60 min; active compounds read low. max response, %. hit rate 1.2% among 330,000; active = max response of -50% or lower; inconclusive = between -30% and -50%; inactive = -30% or higher; note: value at the top dose of about 77 µM; % is set by controls: 0 for no effect and ±100 for the full control effect
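PI5P4Kalpha ADP-Glo assay; 5 microM ATP final; 60 min RT reaction; HEPES pH 7.4/EGTA/CHAPS, 5% DMSO; controls lacking substrate or enzyme; luminescent end-point.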
IL2 activator – IL-2 activation. activation, % (series mostly up to about 46 µM). hit rate 0.065% among 360,000. IL-2 activation reporter assay, cell-based qHTS; stimulated with anti-CD3/CD4/CD28 beads; in transgenic mouse T cells; in the data active = activation above about 50%; inconclusive = mostly about 30% to 49%; note: 0% is about no effect
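Unstimulated transgenic mouse T cells; 60-min compound exposure; bead-based TCR/CD4/CD28 stimulation; 18 h culture, 37 degrees C; dual fluorescence (EGFP, DsRed) plate cytometry.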
PLK1 PBD block – PLK1 (human) polo-box domain binding inhibition; P53350; Plk1 PBD binding of FITC phosphopeptide, fluorescence polarization; Potency, µM, for the others: max response, negative = inhibition, most hits filed as inhibitors; hit rate 2.8% among 360,000; AID 720504; note: potency is the fitted concentration of half-maximal effect; series mostly up to about 57 µM; % is set by controls: 0 for no effect and ±100 for the full control effect; nearly all actives have a fitted effect of over 65% in size
D3 ag – D3 dopamine receptor (human) agonism. P35462. D3R DiscoveRx beta-arrestin cells, luminescence, 90 min. max activation, %. hit rate 0.58% among 410,000. AID 652048; in the data active = max activation above about 30%; note: 0% is about no effect; mostly tested at two doses, the higher about 12 µM
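Agonist-mode cell screen: cells plated at 1500/well and incubated overnight at 37 °C, then exposed to library compounds for 90 min at 37 °C. Detection reagent was added for 30–60 min at room temperature, and luminescence was read.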
HEK293 tox – cytotoxic in the GLP-1 receptor inverse agonist counter-screen | HEK293 cAMP-luciferase reporter cells, luminescence, 24 h | AID 624418 | hit rate 0.13% among 410,000 | Potency, µM (highest dose often 38.3 µM), for the others: at the highest dose activity change, negative = inhibition, hits mostly inhibitors;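 note: loss of luciferase light is scored as toxicity; potency is the fitted concentration of half-maximal effect; % is set by controls: 0 for no effect and ±100 for the full control effect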
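A 23 nL compound transfer followed 12 hours of cell culture at 37 deg C; exposure then lasted 24 hr. Luciferase assay detection reagent was dispensed and plates read for luminescence after a 12 min room-temperature wait.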
GLP1R ag – GLP-1 receptor (human) agonism | P43220 | HEK293 GLP-1R CRE-luciferase, luminescence, 4-6 h; cells express a hypersensitive GLP-1R form | hit rate 0.007% among 380,000 | Potency, µM (highest dose often 45.6 µM), inactives show at the top dose activation, usual class: activators; note: potency is the fitted concentration of half-maximal effect; % of control where 0% means no effect
WRN inhibitor – WRN helicase (human) inhibition; Potency, µM (top dose mostly 114 µM), without a hit: at the highest dose activity change, negative = inhibition, usual class: inhibitors; hit rate 0.46% among 360,000; WRN helicase unwinding, fluorescent forked duplex, kinetic; Q14191; AID 651768; note: potency is the fitted concentration of half-maximal effect; % is set by controls: 0 for no effect and ±100 for the full control effect; nearly all actives have a fitted effect of over 55% in size
Target sequence (Q14191 whole entry, looked up): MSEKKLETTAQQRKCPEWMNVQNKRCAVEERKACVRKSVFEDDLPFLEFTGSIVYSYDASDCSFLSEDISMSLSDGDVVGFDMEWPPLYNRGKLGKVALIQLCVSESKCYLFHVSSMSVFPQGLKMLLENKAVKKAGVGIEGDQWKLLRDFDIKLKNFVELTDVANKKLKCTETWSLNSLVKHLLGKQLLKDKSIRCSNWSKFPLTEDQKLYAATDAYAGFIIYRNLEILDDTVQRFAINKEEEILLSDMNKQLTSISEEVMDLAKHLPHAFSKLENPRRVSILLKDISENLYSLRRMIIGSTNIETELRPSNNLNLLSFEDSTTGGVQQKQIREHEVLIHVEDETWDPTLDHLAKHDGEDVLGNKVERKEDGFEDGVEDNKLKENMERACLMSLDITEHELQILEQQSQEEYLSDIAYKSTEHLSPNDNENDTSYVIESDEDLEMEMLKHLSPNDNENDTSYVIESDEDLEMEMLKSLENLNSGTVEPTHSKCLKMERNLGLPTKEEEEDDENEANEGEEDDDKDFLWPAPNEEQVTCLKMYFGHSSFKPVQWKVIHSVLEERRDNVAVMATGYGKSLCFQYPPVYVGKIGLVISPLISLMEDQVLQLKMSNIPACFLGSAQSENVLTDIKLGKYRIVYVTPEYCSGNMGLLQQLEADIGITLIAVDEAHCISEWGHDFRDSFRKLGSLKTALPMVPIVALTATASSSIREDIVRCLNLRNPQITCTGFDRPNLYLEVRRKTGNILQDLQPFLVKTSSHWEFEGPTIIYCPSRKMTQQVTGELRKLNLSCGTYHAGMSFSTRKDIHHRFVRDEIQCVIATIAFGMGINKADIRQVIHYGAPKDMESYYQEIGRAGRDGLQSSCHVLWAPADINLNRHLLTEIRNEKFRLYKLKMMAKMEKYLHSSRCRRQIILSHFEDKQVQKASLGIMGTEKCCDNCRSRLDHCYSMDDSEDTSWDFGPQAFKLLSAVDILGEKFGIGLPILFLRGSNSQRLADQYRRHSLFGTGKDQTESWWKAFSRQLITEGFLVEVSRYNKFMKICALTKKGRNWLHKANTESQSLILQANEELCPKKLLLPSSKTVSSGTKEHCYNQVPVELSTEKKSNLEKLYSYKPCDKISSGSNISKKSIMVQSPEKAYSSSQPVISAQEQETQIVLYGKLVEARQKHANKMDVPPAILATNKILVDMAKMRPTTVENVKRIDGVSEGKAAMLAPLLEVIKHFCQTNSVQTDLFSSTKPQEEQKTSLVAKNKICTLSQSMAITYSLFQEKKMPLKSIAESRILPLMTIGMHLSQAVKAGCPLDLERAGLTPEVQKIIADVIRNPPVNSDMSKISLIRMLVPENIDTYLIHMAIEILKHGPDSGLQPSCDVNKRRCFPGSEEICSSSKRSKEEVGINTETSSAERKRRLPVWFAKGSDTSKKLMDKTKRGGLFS
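Kinetic red-fluorescence monitoring (525/598 nm) tracks WRN helicase activity after 100 nM fluorophore-quencher forked duplex and 2 mM ATP are added to 20 nM enzyme pretreated 15 min at room temperature with compound.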
D3 antag – blocks the human D3 dopamine receptor. P35462. D3R cells, DiscoveRx beta-arrestin luminescence, antagonist mode; active compounds read low. max response, negative = inhibition, %. hit rate 2.5% among 360,000. AID 652054; in the data active = max response below about -50%; inconclusive = no clear call, values can overlap the other calls; note: % is set by controls: 0 for no effect and ±100 for the full control effect; mostly tested at two doses, the higher about 12 µM
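Cells plated overnight at 1500 cells/well, then exposed to library compounds with dopamine controls for 90 minutes at 37 degrees C. DiscoveRx reagent added for 30–60 minutes at room temperature; luminescence read, quantitative HTS format.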
GLP1R inv ag – GLP-1 receptor (human) inverse agonism | HEK293 GLP-1R CRE-luciferase, luminescence, 24 h; GLP-1R form is constitutively active | P43220 | Potency, µM (highest dose often 38.3 µM), for inactives: top-dose activity change, negative = inhibition, most hits filed as inhibitors | hit rate 1.6% among 410,000; note: potency is the fitted concentration of half-maximal effect; % is set by controls: 0 for no effect and ±100 for the full control effect; nearly all actives have a fitted effect of over 55% in size
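Stable HEK293 clone (constitutively active GLP-1R + cAMP-response luciferase); 200 cells/uL plated, 12 h pre-culture, compound 24 hr, 37 deg C/5% CO2; detection reagent 12 min RT; luminescence.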
The depositor's hits bear a star; ? = inconclusive; / = no result given; & = joins results of further samples; [ ] = another dose, or the depositor's remark. Unless noted, calls come from the whole dose curve; as a rule, active = well fitted curve in the direction sought with a large enough effect; inconclusive = small, poorly fitted or top-dose-only effect, or another doubt; inactive = no such curve, though single readings can be large; an effect the other way counts as inactive or inconclusive. Compounds were not picked by outcome. About 7.8% of those tested had a hit in this group.

SMILES	PI5P4K alpha inh	IL2 activator	PLK1 PBD block	D3 ag	HEK293 tox	GLP1R ag	WRN inhibitor	D3 antag	GLP1R inv ag
Cc1ccc(C(=O)NNC(=O)CSc2nc(N)cc(N)n2)cc1	-11	0.3	27µM*	-1	-10%	0%	-15%	10	11%
CCCn1cnnc1CNC(=O)C1CCC(=O)N(CCc2cccc(F)c2)C1 (centres undefined)	-1	-2.1	-3%	-7	0%	-5%	0%	15	11%
COc1ccc(C(O)c2nc(-c3cncnc3)cs2)cc1 (centres undefined)	5	-0.5	-2%	5	-10%	1%	-2%	2	6%
COC(=O)COc1ccc(S(=O)(=O)NCCC2=CCCCC2)cc1Cl	/	-2.7	2%	8	1%	6%	-10%	11	0%
O=C(Nc1ccccc1)C1=C[C@H](c2csc3ccccc23)C[C@H](OCCCCO)O1	6	1.5	3%	5	-6%	-5%	-8%	-16	?
CCOc1ccc2[nH]cc(-c3csc(N)n3)c2c1	?	0.4	?	3	-2%	-5%	-3%	11	17%
O=C(O)CCc1nn2c3ccccc3nc2n(-c2ccccc2)c1=O	/	-0.3	1%	8	1%	1%	-7%	14	0%
COc1cc2[nH]c(=S)n(NC(=O)CC(C)C)c(=O)c2cc1OC	/	-1.0	-4%	14	2%	-7%	-3%	24	-8%
COc1ccc(Cl)cc1NC(=O)CN1CCN(S(=O)(=O)c2ccc(F)cc2)CC1	-9	-5.5	-4%	-2	7%	8%	-14%	-7	4%
CCc1cc(=O)[nH]c(SCc2cccnc2)n1	4	0.6	-9%	6	25%	-4%	-6%	0	21%
O=C(Nc1nccs1)c1ccc2c(c1)OCO2	1	6.2	2%	9	-9%	-2%	-3%	0	11%
CCCCNS(=O)(=O)c1ccc(NC(=O)Cc2ccc(OC)cc2)cc1	-5	-1.6	3%	19	-7%	22%	1%	17	-16%
CC(C)[N+](C)(C)CC(O)CN(c1ccccc1)c1ccccc1 (centres undefined)	-3	-0.6	-11%	0	-2%	-13%	-6%	-7	13%
Nc1n[nH]c(CCCO)n1	1	-0.6	2%	2	-1%	-5%	2%	0	0%
CCCCN(C(=O)C1CC(=O)N(c2ccc3c(c2)OCCO3)C1)c1c(N)n(CCCC)c(=O)[nH]c1=O (centres undefined)	0	-2.2	-2%	-5	2%	1%	3%	5	6%
O=C(NC1CCCCC1)C1CCN(S(=O)(=O)c2cccc3nsnc23)CC1	/	-2.2	-3%	1	1%	-15%	2%	6	-24%
COc1ccc(N(CC(=O)NN=C2CCCC2)S(=O)(=O)c2ccccc2)cc1	/	-1.2	-2%	1	0%	3%	-9%	12	0%
O=C(O[C@H]1[C@H](Cc2ccccc2)NS(=O)(=O)[C@H]2C[C@@H]3C=C[C@]12O3)c1ccc([N+](=O)[O-])cc1	3	-0.8	0%	0	12%	-3%	9%	35	-6%
Cc1ccc(NC(=O)CCSCCc2ccccn2)cc1	-2	-0.3	-6%	5&5	2%&0%	21%	0%	7	-19%&11%
CCCCOc1ccc(C2CCC(C(C)=O)C(C)C2)cc1 (centres undefined)	21	-4.9	-8%	-2	13%	14%	?	-17	?
Cc1csc(NC(=O)CSc2nnc(C)s2)n1	-1	-0.8	-5%	-7	-4%	14%	10%	20	17%
COc1ccccc1-c1cnc(C(O)c2cccc(C)c2C)[nH]1 (centres undefined)	7	-0.6	1%	-7	4%	-5%	3%[57.1 µM]	-20	5%
Cc1ccc(NC(=O)CCCN2C(=O)C(c3ccccc3)Oc3cccnc32)c(C)c1 (centres undefined)	-2	-2.2	3%	6	3%	-2%	8%	17	12%
CCN(CC)S(=O)(=O)c1ccc(C(=O)NCCN2C(=O)S/C(=C\c3cccnc3)C2=O)cc1	6	2.1	-17%	-2	8%	-3%	-9%	-4	-8%
COc1ccc(C)cc1NC(=O)COC(=O)c1ccc2c(c1)OCO2	0	0.6	-13%	1	0%	8%	3%	-12	5%
SMILES	PI5P4K alpha inh	IL2 activator	PLK1 PBD block	D3 ag	HEK293 tox	GLP1R ag	WRN inhibitor	D3 antag	GLP1R inv ag
O=C(C1CCN(CC2CCCCC2)CC1)N1CCCC1	-3	0.0	-4%	1	8%	3%	-7%	?	6%
O=C(CN1CCN(c2ccccc2F)CC1)c1ccc(O)c(O)c1	5	0.1	0%	-5	-20%	0%	-8%[11.6 µM]	-21	-20%
CCOC(=O)c1c2c([nH]c(=S)c1C#N)CCCC2	?	0.5	?	17	-3%	1%	-27%	-6	0%
COc1ccc(N2C(=O)c3cc4ccccc4cc3C2=O)cc1	1	0.7	27µM*	3	-14%	10%	2%	22	0%
COc1cccc(CNC(=O)[C@@H]2CCCN2)c1	1	0.1	3%	6	-6%	2%	6%	0	32%[activator]
Cc1ccc(NC(=O)CCS(=O)(=O)c2ccc3nc(C)sc3c2)cc1	-1	-3.6	27µM*	-5&3	3%&0%	11%	3%	-5	7%&1%
CCCC1CC(CSC(=N)N)OC1=O (centres undefined)	3	1.8	-7%	2	-8%	-3%	1%	-1	-14%
COc1ccc(CCNC(=O)Cn2cnc3ccccc3c2=O)cc1OC	1	-2.5	-13%	-7	6%	7%	2%	0	16%
CCc1c(O)nc(SCC(=O)Nc2ccccc2C)[nH]c1=O	/	-3.8	0%	14	2%	5%	4%	6	-4%
O=C(CN1C(=O)c2ccccc2C1=O)Nc1ccccc1F	-6	1.1	-7%	-1	-5%	1%	-25%	13	8%
C=CCOc1cccc(C(=O)N2CCCC(CNS(=O)(=O)c3cccs3)C2)c1 (centres undefined)	-1	0.3	-9%	1	5%	11%	-5%	-25	-11%
Cc1ccc(C(=O)N/N=C/c2c[nH]c3ccccc23)o1	-19	-0.1	-4%	-5	-6%	8%	-3%	1	8%
CC(=O)c1ccc(-c2nnc(CCC(=O)N3CCCC(C(=O)CC(C)C)C3)o2)s1 (centres undefined)	8	-2.8	-9%	18	5%	11%	-2%[57.1 µM]	2	42%[activator]
COc1ccc(NC(=O)c2cc(-c3cccs3)on2)c(OC)c1	-2	-0.2	-16%	1	10%	5%	7%	15	16%
CC(C)CC1C(=O)N(Cc2cn(CC3CCCCC3)nn2)CCS(=O)(=O)N1Cc1ccc(-c2cccc(C#N)c2)cc1 (centres undefined)	3	-0.3	-19%	-14	-16%	-7%	-5%	-23	?
Cn1c(=O)[nH]c(=O)c2c1nc(N1CCNCC1)n2Cc1ccccc1Cl	5	0.2	-4%	-8	1%	-2%	9%	-6	-16%
Cc1ccsc1C1C(C#N)=C(N)OC2=C1C(=O)CC(C)(C)C2 (centres undefined)	-14	-1.0	-24%	-26	2%	1%	-3%	-15	3%
CCn1c(SCC(=O)N/N=C/c2c[nH]c3ccccc23)nnc1-c1ccc(Cl)cc1	4	-0.2	-1%	-1	?	-9%	-8%	-1	?
COc1ccccc1NS(=O)(=O)c1cc(NC(=O)CCc2nc3ccccc3c(=O)[nH]2)ccc1C	-16	-0.2	-1%	0	5%	4%	-16%	10	6%
O=C(Nc1ccc(N2CCOCC2)c(S(=O)(=O)Nc2cc(Cl)ccc2Cl)c1)c1cccnc1	-15	1.2	-7%	5	8%	-6%	-10%	2	2%
CC1(C)CC(=O)C(/C=N/c2ncccc2C(=O)O)=C(O)C1	-3	-1.0	-11%	-4	-15%	-11%	1%	-1	-6%
COc1ccc(Cc2nc3ccc(C(=O)N(C)Cc4cc(C)[nH]n4)cc3o2)cc1OC	0	0.3	-1%	19	2%	10%	2%[57.1 µM]	-9	81%[activator]
O=C1c2ccccc2S(=O)(=O)N1Cc1ccccc1[N+](=O)[O-]	0	-3.1	-2%	2	1%	0%	0%	3	-5%
CCOc1ccc(N2C(=O)C3=C(C(c4ccc(Cl)cc4)=NCCN3)C2c2cccnc2)cc1 (centres undefined)	2	-1.5	-12%	4	-27%	8%	-20%	-8	?
O=C(CN(c1ccccc1)S(=O)(=O)c1ccc(F)cc1)N1CCCCCC1	-8	-1.8	-8%	-7	11%	27%	-6%	-18	?

Exported bar-delimited: three of the compounds above.
Molecule | PI5P4K alpha inh | IL2 activator | PLK1 PBD block | D3 ag | HEK293 tox | GLP1R ag | WRN inhibitor | D3 antag | GLP1R inv ag
CCc1c(O)nc(SCC(=O)Nc2ccccc2C)[nH]c1=O | / | -3.8 | 0% | 14 | 2% | 5% | 4% | 6 | -4%
O=C(CN1C(=O)c2ccccc2C1=O)Nc1ccccc1F | -6 | 1.1 | -7% | -1 | -5% | 1% | -25% | 13 | 8%
C=CCOc1cccc(C(=O)N2CCCC(CNS(=O)(=O)c3cccs3)C2)c1 (centres undefined) | -1 | 0.3 | -9% | 1 | 5% | 11% | -5% | -25 | -11%

Other results follow.
SMILES	PI5P4K alpha inh	IL2 activator	PLK1 PBD block	D3 ag	HEK293 tox	GLP1R ag	WRN inhibitor	D3 antag	GLP1R inv ag
CN(c1ccccc1)S(=O)(=O)c1cc(C(=O)c2nccn2C)ccc1Cl	/	1.6	-3%	1	5%	5%	-8%[57.1 µM]	19	9%
CS(=O)(=O)N1CCCC(C(=O)NCCc2ccccc2)C1 (centres undefined)	/	-2.0	-5%	-9	-3%	-9%	-3%	-11	0%
O=[N+]([O-])c1ccc(NCc2ccncc2)cc1	-2	0.2	-2%	3	-18%	17%	4%	42	4%
CC(=O)Nc1nnc(SCC(=O)N2C(C)CCCC2C)s1 (centres undefined)	2	-0.7	-9%	-13	17%	4%	-13%	-14	1%
COc1ccc(CN(CC(=O)NC2CCCC2)C(=O)c2onc(C(N)=O)c2N)cc1	/	-1.4	-4%	12	2%	4%	3%	-15	5%
CCc1ccc(Nc2ccc(C(=O)O)cc2[N+](=O)[O-])cc1	-23	10	2%	-14	1%	4%	3%	-14	1%
COCCNc1nc(NCc2cccc(OC)c2)c2sc(-c3ccccc3)cc2n1	?	-0.7	-1%	4	-22%	0%	-7%	-17	?
CC(=O)c1sc(N/N=C2\CC3CC2C(C)C3(C)C)nc1C (centres undefined)	-4	-0.3	-25%	4	?	8%	-10%	-24	?
CC1CCCC(NC(=O)CN2C(=O)c3cccnc3Oc3ccc(Cl)cc32)C1C (centres undefined)	-5	-0.9	-11%	-3	-2%	10%	11%	6	?
CCN1C(=O)c2cccc3c(S(=O)(=O)Nc4ccccc4)ccc1c23	0	-2.4	-4%	-2	52%[activator]	8%	-9%	?	2%
